Compound activity from PubChem.
CAL PDZ inh – CAL PDZ peptide-binding inhibitors, primary screen, biochemical, fluorescence polarization, Cer-tagged CAL PDZ, HTS. Golgi-associated PDZ and coiled-coil motif-containing protein (Homo sapiens), Q9HD26. purified CAL PDZ, TMR-peptide fluorescence polarization, 1 h. inhibition, % at 20 µM. 0.02% of 330,000 active;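 active means highest replicate inhibition of at least 40%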;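 further: plate controls were DMSO neutral control wells for no effect and unlabeled competitor peptide control wells for full effect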
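Assay system – tagged CAL PDZ protein CerCALP, purified · Timing – 1 h at RT · Compound – single point, 20 µM · Measured by – fluorescence polarization from S- and P-plane intensities, G-factor corrected · Evaluation – inhibition from polarization loss · Probe or stimulus – TMR reporter peptide T*-PRC34 · Buffer or medium – pH 7.4 phosphate-saline buffer, reducing agent, detergent, IgG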
Rtt109 HAT inh – inhibitors of C. albicans Rtt109/Vps75 HAT, primary screen, biochemical, ThioGlo CoA-SH fluorescence, plate reader; AID 540336, 2011; Histone acetyltransferase RTT109 (Candida albicans (strain SC5314 / ATCC MYA-2876)), …; purified Rtt109/Vps75, 4 h; inhibition, % at 34.9 µM; 0.16% of 330,000 active;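 active means inhibition of at least 50% in every replicate; inconclusive means best replicate reaches 50% inhibition but some replicates fall short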
PfHsp90 set2 – growth inhibition of PfHsp90-expressing yeast, primary screen, antimalarial PfHsp90 inhibitor project, S. cerevisiae, BacTiter-Glo luminescence, single point, set 2. 0.32% of 310,000 active. inhibition, % at 9.4 µM. BacTiter-Glo ATP, 48 h; yeast lacking PDR1 and PDR3 efflux regulators;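 active means every replicate shows inhibition above about 80%, whatever the replicate mean, limit read from the data; inconclusive means mean inhibition reaches the set limit but some replicate falls short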;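 further: 0% = DMSO neutral controls and 100% = 20 µM radicicol positive controls; yeast relying on Plasmodium falciparum Hsp90 in place of its own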
phage Ecoli inh – growth loss of phage-infected E. coli, primary screen, RecBCD inhibitor project, absorbance, with phage, HTS. inhibition, % at 11.9 µM. 0.26% of 360,000 active; in the data active means inhibition above about 11%
AddAB inh – growth inhibition of E. coli expressing H. pylori AddAB, primary screen, AddAB inhibitor project, absorbance; inhibition, % at 11.9 µM; 0.29% of 330,000 active; AID 435030, 2010; in the data active means inhibition above about 12%;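 further: 0% = vehicle wells of infected cells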
PvdQ inh – P. aeruginosa PvdQ acylase inhibitors, primary screen, biochemical, fluorescence, plate reader and imaging, single point; AID 488965, 2010; 0.063% of 340,000 active; purified PvdQ acylase; PvdQ acylase [Pseudomonas aeruginosa LESB58]; inhibition, % at 10 µM; in the data active means inhibition above about 30%, passing the limit was not always enough; inconclusive means no clear call, values can overlap the other calls;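 further: 0% = vehicle neutral wells and 100% = reference inhibitor wells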
E coli growth – E. coli V3065 growth inhibition, primary screen, counter-screen for AddAB inhibitor project, absorbance, OD600; 18 h; inhibition, % at 11.9 µM; 0.27% of 330,000 active; AID 449728, 2010;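 active means inhibition above the campaign's mean inhibition across all tested compounds plus 3 SD, cut at about 9.9% in these data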;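 further: uninfected addAB+ strain grown without phage in ampicillin broth; 0% = DMSO wells and 100% = ciprofloxacin 0.95 µg/ml wells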
DAGLB inhibitor – DAGLB lipase inhibitors, primary screen, biochemical, fluorescence, HTS | Diacylglycerol lipase-beta (Homo sapiens), Q8NCG7 | HEK293T DAGLB membrane lysate, EnzChek fluorogenic substrate | inhibition, % at 5.17 µM | 0.059% of 340,000 active | AID 504411, 2011; in the data active means inhibition above about 34%;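 further: 0% = enzyme with vehicle and 100% = wells lacking enzyme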
Target sequence (Q8NCG7 whole entry, looked up): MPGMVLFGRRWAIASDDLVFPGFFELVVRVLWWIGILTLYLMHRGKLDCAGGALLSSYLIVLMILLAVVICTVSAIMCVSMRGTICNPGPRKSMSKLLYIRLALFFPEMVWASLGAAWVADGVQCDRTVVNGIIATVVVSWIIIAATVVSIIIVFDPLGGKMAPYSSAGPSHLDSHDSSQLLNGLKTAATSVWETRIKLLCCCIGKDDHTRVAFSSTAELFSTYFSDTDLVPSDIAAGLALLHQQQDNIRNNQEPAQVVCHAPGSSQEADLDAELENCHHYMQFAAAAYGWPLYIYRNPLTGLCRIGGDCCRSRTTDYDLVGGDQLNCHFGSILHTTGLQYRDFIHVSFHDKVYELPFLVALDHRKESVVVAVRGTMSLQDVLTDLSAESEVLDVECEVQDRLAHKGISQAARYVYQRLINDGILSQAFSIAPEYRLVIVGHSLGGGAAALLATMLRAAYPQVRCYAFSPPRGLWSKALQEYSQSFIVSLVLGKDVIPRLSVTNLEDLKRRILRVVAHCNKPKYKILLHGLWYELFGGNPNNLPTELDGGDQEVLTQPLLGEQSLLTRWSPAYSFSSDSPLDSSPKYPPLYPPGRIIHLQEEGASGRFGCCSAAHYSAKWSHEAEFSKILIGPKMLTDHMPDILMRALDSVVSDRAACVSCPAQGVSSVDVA
Tat export inh – E. coli Tat export inhibitors, primary screen, MC4100, TorA-mCherry reporter, fluorescence, single point; 0.036% of 340,000 active; inhibition, % at 10 µM;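 active means mean replicate inhibition at least 50% and at least half of replicates individually reaching 50%; inconclusive means only one of the two criteria met; inactive means neither criterion met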;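 further: exported cargo escapes ClpAP degradation while cytoplasmic cargo is degraded and loses fluorescence; 0% = median of neutral control wells and 100% = median of NaSCN control wells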
Wnt act – Wnt/beta-catenin pathway activators, primary screen, cell-based, plate reader, single point; Wnt/beta-catenin reporter cell assay, activator; 1.2% of 300,000 active; activation, % at 9.35 µM; in the data active means activation above about 30%, passing the limit was not always enough; inconclusive means no clear call, values can overlap the other calls;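 further: 0% = neutral control wells and 100% = positive control wells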
Starred values were filed as active, the others as inactive; ? = inconclusive; nt = not tested or not shown.

SMILES	CAL PDZ inh	Rtt109 HAT inh	PfHsp90 set2	phage Ecoli inh	AddAB inh	PvdQ inh	E coli growth	DAGLB inhibitor	Tat export inh	Wnt act
CCc1nnc(NC(=O)CSc2nnc(-c3cccnc3)n2C)s1	0.1	0.1	0.1	5.0	2.5	-11.2	-1.7	nt	-3.7	-1.0
CCN(CC)c1nc(C#N)nc(N(CC)CC)n1	-2.1	-3.8	-7.6	1.4	nt	-12.9	nt	-11.9	-7.7	-2.2
CCOC(=O)Cc1nnc(Nc2cccc(O)c2)c2ccccc12	-0.2	0.6	-6.0	0.1	1.6	-3.7	2.2	1.3	-9.9	nt
COc1ccc(OC)c(/C=C/C(=O)OCC(=O)N2CCN(S(=O)(=O)c3ccc(C)cc3C)CC2)c1	-2.7	7.4	6.6	4.9	nt	-14.8	nt	3.2	-2.4	-4.5
O=c1[nH]nc(SCc2nc3ccccc3s2)n1C1CC1	-0.1	3.6	1.0	2.3	3.6	-5.7	-0.2	-4.8	-1.2	9.9
O=C(c1cccc(S(=O)(=O)N2CCOCC2)c1)N1CCN(S(=O)(=O)c2cccs2)CC1	-1.5	10.7	6.5	4.0	-1.9	-8.1	-2.4	3.5	-5.7	-0.5
CC(C)(C)n1cnc2cc(NS(=O)(=O)c3ccccc3)ccc21	0.2	-9.0	1.5	2.8	1.4	-5.7	2.2	1.6	10.6	nt
COc1ccc(C2CC(c3ccccc3)=NN2C(=S)Nc2ccccc2)cc1 (stereo unspecified)	-2.5	4.4	15.9	2.0	1.8	10.8	1.4	-7.7	-4.8	3.2
O=c1[nH]c2ccc([N+](=O)[O-])cc2[nH]1	-0.1	-5.1	-10.7	2.2	nt	4.3	nt	0.4	-7.4	16.0
Cc1nccn1CC(=O)N/N=C/c1cccc(O)c1	0.5	-0.1	-2.8	3.2	3.4	8.2	0.5	-3.0	2.6	nt
CCOc1ccc(N=C/C=C/c2ccccc2)c(O)c1	-0.7	-12.8	-211.2	2.9	-0.5	-3.3	-4.8	5.7	3.9	-1.1
Cc1ccc(NC2=C/C(=N/S(=O)(=O)c3cccs3)c3ccccc3C2=O)cc1C	0.5	6.0	-9.5	3.4	-0.5	3.3	1.7	2.7	-1.0	-14.1
COc1ccc(-c2onc(C)c2-c2cnn(-c3ccccc3)c2)c(O)c1C	-1.4	19.7	-16.7	4.0	4.9	-2.8	-0.3	-0.9	16.7	-1.5
COCCN(Cc1ccccc1)C(=O)c1cccc(S(=O)(=O)N2CCN(c3ccccc3)CC2)c1	-2.0	4.6	nt	3.2	-1.0	-3.2	-1.1	1.9	12.5	0.6
Cc1ccc(CC(=O)N2CCN(S(=O)(=O)c3ccccc3)CC2)cc1C	-1.4	nt	14.0	1.8	0.4	10.7	0.9	-1.2	1.7	-1.3
CCn1c(C)nc2cc(C(=O)NNS(=O)(=O)c3c(F)cc(F)c(Cl)c3F)ccc21	-0.2	6.9	-5.4	-0.1	4.0	12.7	-0.9	1.7	-2.0	2.1
CCOc1ccc(CCNC(=O)COC(=O)CCS(=O)(=O)c2ccc(C)cc2)cc1OCC	-3.0	1.5	5.1	1.4	0.7	-8.9	2.2	-3.2	-4.5	-3.8
CCCn1c(C(=O)OC)cc2c1ccn2-c1ccc(F)cc1	-1.7	2.4	nt	1.4	1.7	-11.9	0.3	-6.3	11.3	-1.9
COc1ccccc1CCNC(=O)C(=O)NCC1OCCN1S(=O)(=O)c1ccccc1 (stereo unspecified)	-0.9	13.8	-21.6	1.1	0.3	-17.3	2.1	0.4	-2.9	0.4
COc1ccc(NC(=O)NN2CCN(C)CC2)c(OC)c1	-1.6	18.9	3.9	0.5	2.2	3.6	4.1	0.8	-3.7	-3.3
COc1ccc(CNC(=S)N/N=C(\C)c2ccc(OC)cc2)cc1	1.4	13.4	-5.0	4.6	0.9	9.0	0.8	-3.3	-0.1	-0.1
COc1ccccc1CN(C)CC(=O)Nc1cccc(S(=O)(=O)N2CCCC2)c1	-0.7	-6.6	nt	-0.7	-2.5	-9.2	-1.9	-1.6	-5.0	-5.9
Nc1nc(N2CCN(C(c3ccccc3)c3ccccc3)CC2)n[nH]1	-1.5	9.4	-0.7	2.4	-0.9	-0.4	0.0	1.5	2.8	-1.7
COc1ccccc1N1C(=O)C2C3C=CC(C3)C2(C)C1=O (stereo unspecified)	-0.7	-4.2	2.0	0.6	-1.9	-12.4	-2.7	-3.1	-3.0	-0.9
O=C(CSc1nnc(NC2CC2)s1)Nc1ccc(N2CCOCC2)cc1	-2.2	-1.3	-13.8	8.3	3.2	9.3	1.2	2.5	14.7	-2.6
CCCn1nnnc1NCc1cccc(OC)c1OCC	-5.4	-3.2	-19.9	1.8	2.1	-24.6	1.3	-0.3	1.7	1.2
CC(C)(CNC(=O)c1cccs1)CNC(=O)c1cccs1	-3.0	-4.7	nt	-1.4	2.3	-9.5	1.7	2.4	1.3	nt
COc1ccc(S(=O)(=O)N2CCC(C(=O)NCCc3ccccc3)CC2)cc1	0.4	-2.2	-6.5	2.1	1.6	-9.0	-1.6	-0.3	10.1	-1.6
CC(=O)c1c(C)[nH]c(C(=O)N2CCc3ccccc3C2)c1C	-1.5	31.2	11.3	0.3	2.6	7.4	-0.6	-0.3	-3.0	8.6
O=C(O)/C(=C\c1ccccc1)c1ccc2ccccc2c1	nt	nt	nt	-1.8	0.9	nt	1.6	nt	nt	9.1
COc1cccc(-c2cc(C(=O)NCCN3CCOCC3)no2)c1	-0.9	3.9	2.7	2.7	2.5	-5.3	1.7	0.1	-2.1	nt
O=C(NN=Cc1c(O)ccc2ccccc12)c1ccncc1	-1.6	7.7	-16.7	4.2	nt	2.7	nt	-12.8	-7.7	-2.3
Cc1ccc(NS(=O)(=O)N2CCOCC2)c(C)c1	-1.7	-4.5	18.4	2.8	-1.6	-11.9	1.7	0.8	-4.6	-1.2
COc1ccc(CCNS(=O)(=O)c2ccc(Br)cc2)cc1OC	-0.1	3.7	16.9	3.1	-0.6	7.8	-1.5	-6.5	0.7	-4.6
CN1CCN(S(=O)(=O)c2ccc3c(c2)CC(=O)N3C)CC1	-1.4	-0.5	31.1	0.7	-2.1	-7.8	-1.5	1.7	0.3	8.2
CC(C)Cn1c(-c2cccc(S(=O)(=O)N3CCOCC3)c2)n[nH]c1=S	0.2	1.8	-9.2	1.0	0.5	-17.8	0.6	-1.1	-0.6	-4.5
CC(C)(C)C(=O)COc1ccccc1[N+](=O)[O-]	-0.5	26.2	15.1	1.7	1.7	1.3	0.8	2.1	-1.5	-0.3
Nc1nc(CN2CCN(c3ccc(F)cc3)CC2)nc(N2CCCc3ccccc32)n1	-0.7	nt	nt	-1.7	-3.6	-10.0	-3.9	2.6	5.5	2.8
COC(=O)c1sc(-c2ccccc2)cc1NC(=O)c1ccc(F)cc1	-1.4	-3.8	-7.4	1.1	1.1	-17.6	0.1	-1.0	1.8	-0.6
COc1ccccc1OCc1nc(C#N)c(NCc2ccco2)o1	-0.8	-7.3	-12.6	3.0	2.8	-4.0	0.8	-0.8	-4.4	-4.0
CNC(=O)COC(=O)c1cc(-c2ccco2)nc2ccccc12	-0.6	-87.7	-8.1	3.3	-1.4	-6.0	-1.1	-2.2	-1.8	-1.2
CC1CC(C)CN(C(=S)Nc2ccc3nc4n(c(=O)c3c2)CCCCC4)C1 (stereo unspecified)	-2.3	8.3	29.6	5.0	4.2	-7.3	-0.7	1.0	-1.8	-0.7
CCCC1=NN(C(=O)CCc2ccccc2O)C(O)(C(F)(F)F)C1 (stereo unspecified)	-2.6	-2.0	20.8	-0.4	1.1	4.8	3.9	-4.2	-4.5	-1.5
O=C(CN(C(=O)c1cccc([N+](=O)[O-])c1)C1CCCCC1)Nc1ccc(Cl)c([N+](=O)[O-])c1	-2.8	-8.3	-1.0	3.8	1.8	-5.1	3.5	2.6	-6.0	-9.7
Nc1ccc(N2CCCCC2)cc1N1CCCCC1	0.9	?	-7.5	5.2	3.0	2.1	-2.9	4.1	-15.8	nt
Cc1ccc(C)c(NC(=O)CSc2nncn2C)c1	-1.1	?	11.0	1.9	-1.5	8.5	-0.1	0.2	6.3	0.8
O=C(NCc1ccccc1)C1CCCN(S(=O)(=O)c2cccs2)C1 (stereo unspecified)	-0.1	1.2	nt	1.0	1.5	9.2	0.3	-0.9	-10.6	-6.3
COCCn1c(=S)[nH]c2ccc(N(C)C)cc2c1=O	-0.5	-1.6	5.8	-0.6	0.5	-6.6	0.3	1.2	1.7	nt
